# Nrf2 ARE act: Nrf2 pathway activation. AREc32 ARE-luciferase reporter (MCF7-derived line), luminescence, 24 h. Potency, µM (titrated, usually from 46.1 µM), for inactives: at the highest dose activation, hits mostly activators. hit rate 0.31% among 410,000. AID 624171; note: potency is the fitted concentration of half-maximal effect; % of control where 0% means no effect; nearly all actives have a fitted effect of over 65% in size
#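 AREc32_Fluc, 1000 cells/well, OPTI-MEM + 5% FBS, o/n 37 deg C 5% CO2; 23 nL cpd by pin tool, 24 hr; Steady-Glo 30 min RT, luminescence.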
# EPAC2 agonist: agonists of human EPAC2 (RAPGEF4); Q8WZA2; EPAC2 activation, biochemical qHTS; response scale: 100% = 6.5 mM cAMP response; Potency, µM (doses to about 154 µM), inactives show top-dose activation, most hits filed as activators; hit rate 0.079% among 360,000; note: potency is the fitted concentration of half-maximal effect; nearly all actives have a fitted effect of over 50% in size
# Target sequence (Q8WZA2 whole entry, looked up): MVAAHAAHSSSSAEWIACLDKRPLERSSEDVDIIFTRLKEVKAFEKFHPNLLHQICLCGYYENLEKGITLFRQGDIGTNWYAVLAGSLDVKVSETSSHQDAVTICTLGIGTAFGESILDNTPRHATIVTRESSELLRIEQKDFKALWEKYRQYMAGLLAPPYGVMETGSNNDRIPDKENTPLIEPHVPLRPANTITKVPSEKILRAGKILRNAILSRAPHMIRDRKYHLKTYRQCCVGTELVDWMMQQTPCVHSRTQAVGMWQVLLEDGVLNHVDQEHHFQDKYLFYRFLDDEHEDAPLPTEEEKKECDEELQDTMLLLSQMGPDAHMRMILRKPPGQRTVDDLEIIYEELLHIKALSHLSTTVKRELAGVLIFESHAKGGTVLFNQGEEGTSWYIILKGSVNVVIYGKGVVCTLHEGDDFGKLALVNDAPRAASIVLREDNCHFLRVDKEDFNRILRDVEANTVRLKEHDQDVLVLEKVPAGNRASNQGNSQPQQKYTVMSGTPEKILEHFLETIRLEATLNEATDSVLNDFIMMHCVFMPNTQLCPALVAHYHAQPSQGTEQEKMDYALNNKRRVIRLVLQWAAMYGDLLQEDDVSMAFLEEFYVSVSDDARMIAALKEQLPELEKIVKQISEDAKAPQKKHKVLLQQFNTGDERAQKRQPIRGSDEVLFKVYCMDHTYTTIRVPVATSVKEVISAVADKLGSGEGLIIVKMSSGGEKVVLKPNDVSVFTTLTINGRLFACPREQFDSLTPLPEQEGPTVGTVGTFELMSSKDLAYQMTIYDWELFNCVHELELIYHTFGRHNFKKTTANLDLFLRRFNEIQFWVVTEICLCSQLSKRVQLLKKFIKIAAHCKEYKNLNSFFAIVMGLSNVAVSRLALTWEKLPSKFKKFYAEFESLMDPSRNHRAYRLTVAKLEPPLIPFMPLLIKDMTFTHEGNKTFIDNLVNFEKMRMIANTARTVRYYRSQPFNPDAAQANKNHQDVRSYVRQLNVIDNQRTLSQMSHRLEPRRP
#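 In this primary screen, activation is scored as increased exchange of BODIPY-GDP from Rap1B by 100 nM EPAC2, with 50 uM GDP as competitor. Signal is normalized to the 6.5 mM cAMP agonist control.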
# A549 tox: A549 cytotoxicity, counter-screen for Nrf2 inhibitors; A549 ARE-Fluc cells, CellTiter-Fluor viability, 18-24 h; Potency, µM (doses to about 46 µM), for the others: at the highest dose activity change, negative = cytotoxicity, most hits filed as inhibitors; hit rate 0.16% among 390,000; AID 504648; note: potency is the fitted concentration of half-maximal effect; % is set by controls: 0 for no effect and ±100 for the full control effect
#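 A549 ARE_Fluc cells in 5% FBS OPTI-MEM were exposed to compounds in concentration-response for 18-24 h at 37 deg C. Viability was read by CellTiter-Fluor fluorescence (Ex 405/Em 525) after 30 min, before the luciferase read.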
# Nrf2 inh: blocks Nrf2 signaling | A549 ARE-Fluc reporter, luciferase luminescence, 18-24 h | Potency, µM (titrated, usually from 46 µM), inactives show at the highest dose activity change, negative = inhibition, actives largely listed as inhibitors | hit rate 2.1% among 360,000; note: potency is the fitted concentration of half-maximal effect; % is set by controls: 0 for no effect and ±100 for the full control effect; nearly all actives have a fitted effect of over 60% in size
#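 Concentration-response testing used A549 ARE_Fluc cells at 5000 cells/well. Following an 18-24 h compound incubation, viability was read by fluorescence (Ex 405/Em 525) and luciferase output by luminescence.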
# TGFb SMAD3 inh: TGF-b pathway inhibition. HepG2 CAGA-GFP TGF-b/SMAD3 reporter, GFP fluorescence, 18 h; TGF-beta stimulated, 500 pg/mL final. Potency, µM (top dose mostly 46.1 µM), inactives show top-dose activity, negative = inhibition, most hits filed as inhibitors. hit rate 1.2% among 410,000. AID 588855; note: potency is the fitted concentration of half-maximal effect; % is set by controls: 0 for no effect and ±100 for the full control effect; nearly all actives have a fitted effect of over 65% in size
#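 Inhibition of TGF-beta-driven CAGA-GFP reporter expression in HEPG2 cells is measured by cellular GFP fluorescence after 18 h stimulation with 500 pg/mL recombinant TGF-beta in 1% FBS medium at 37 degrees C.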
# HepG2 tox: counter-screen for TGF-b inhibitors: cytotoxicity in HepG2 cells; HepG2 CAGA-GFP viability, ATP luminescence, 18 h; Potency, µM (series often up to 46.1 µM), without a hit: at the top dose activity change, negative = cytotoxicity, most hits filed as cytotoxic; hit rate 0.76% among 410,000; note: potency is the fitted concentration of half-maximal effect; some results filed as inactive show a strong effect at the top dose
#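 HepG2 CAGA-GFP cells (1000/well, DMEM with 1% FBS) received compound, then TGF-beta at 500 pg/mL final, and were incubated 18 hours at 37 degrees C. Viability was read by CellTiter-Glo luminescence. Media-only wells were set as complete cell-killing and DMSO as no toxicity.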
# IL-2 act: activators of IL-2 | AID 652025 | hit rate 0.065% among 360,000 | IL-2 activation reporter assay, cell-based qHTS; stimulated with anti-CD3/CD4/CD28 beads; in transgenic mouse T cells | activation, % (series mostly up to about 46 µM); in the data active = activation above about 50%; inconclusive = mostly about 30% to 49%; note: 0% is about no effect
#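 Using fluorescent plate cytometry, EGFP and DsRed are detected in transgenic mouse T cells stimulated 18 h at 37 degrees C with antibody-coated beads after 60 min compound pretreatment.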
# ATXN viability: viability counter-screen for ATXN expression inhibitors; AID 651635; hit rate 0.49% among 400,000; Potency, µM (top dose mostly 56.7 µM), hits mostly cytotoxic; S2 cells (HEK-293 line with an ATXN2-luciferase reporter) viability, CellTiter-Fluor protease fluorescence, 24 h; note: potency is the fitted concentration of half-maximal effect; nearly all actives have a fitted effect of over 40% in size
# ATXN2 expr inh: ATXN2 expression inhibition | hit rate 0.72% among 360,000 | HEK-293 ATXN2-luciferase reporter, luminescence, 24 h | Potency, µM (highest dose often 57 µM), for the others: at the top dose activity change, negative = inhibition, actives largely listed as inhibitors; note: potency is the fitted concentration of half-maximal effect; % is set by controls: 0 for no effect and ±100 for the full control effect; nearly all actives have a fitted effect of over 55% in size
#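 ATXN2-luciferase reporter cells (luciferase flanked by upstream and downstream ATXN2 gene portions) were treated 24 h at 37 °C with compounds at up to 57 uM. SteadyGlo luminescence gave expression; GF-AFC fluorescence gave viability.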
# * hit, by the source's call; i = inactive; ? = inconclusive; . = not tested or not shown; & = joins results of further samples; [ ] = another dose, or the depositor's remark. Unless noted, calls come from the whole dose curve; as a rule, active = well fitted curve in the direction sought with a large enough effect; inconclusive = small, poorly fitted or top-dose-only effect, or another doubt; inactive = no such curve, though single readings can be large; an effect the other way counts as inactive or inconclusive.
SMILES	Nrf2 ARE act	EPAC2 agonist	A549 tox	Nrf2 inh	TGFb SMAD3 inh	HepG2 tox	IL-2 act	ATXN viability	ATXN2 expr inh
COc1ccccc1C(=O)NCC(C)(C)CN=C1NS(=O)(=O)c2ccccc21	-0.6%	-2%	-4%	?	-10%	-117%	-1.2	i	13%
Cc1onc(-c2ccccc2Cl)c1C(=O)N1CC(C)OC(C)C1 (centres undefined)	-0.6%	-12%	1%	.	-5%	10%	0.0	i	1%
O=C(COC(=O)c1ccccc1)NCc1ccco1	3.4%	7%	5%	10%	-15%	-1%	-5.0	i	22%
COc1ccc([N+](=O)[O-])c(O)c1C(C)=O	-0.2%	2%	-17%	7%	-3%	-1%	-0.9	i	-11%
Cc1ccc(NC(=O)NN2CCN(C)CC2)cc1C	0.9%	2%	-2%	?	2%	1%	0.6	i	2%
CCOc1ccc2oc(=O)cc(CN3CCN(C(=O)c4cccc(F)c4)CC3)c2c1	0.9%	.	6%	0%	-5%	0%	.	.	.
CCC(CC)C(=O)Nc1c(C(=O)N2CCN(c3ccccc3F)CC2)oc2ccccc12	3.0%	.	-16%	?	-28%	-16%	.	.	.
COC(=O)COC(=O)c1ccc(Oc2nc(OC)nc(N(C)C)n2)cc1	-0.7%	2%	-9%	5%	9%	0%	-1.8	.	.
Cc1cc(C)cc(N(C(=O)c2ccccn2)C(C(=O)NC2CCCCC2)c2ccncc2)c1 (centres undefined)	-0.5%	11%	0%	0%	3%	-1%	-0.4	i	1%
CCN(CC)C(=O)c1sc2[nH]c(=S)n(-c3ccccc3)c(=O)c2c1C	0.5%	2%	-3%	-2%	2%	0%	-1.9	i	12%
Cc1cc(C(=O)Nc2c(C)cccc2C)n(-c2ccccc2)n1	0.7%&-1.1%	9%	1%&1%	?	-8%	-2%&-23%	-1.3	i	-5%
Cc1cc(S(=O)(=O)Nc2ncnc3sccc23)ccc1F	-1.2%	-2%	.	.	1%	-6%	-0.6	i	.
COc1ccc(OC)c(Nc2ncnc3sccc23)c1	4.2%	10%	0%	0%	0%	19%	0.0	i	.
COc1ccc(CN2C(=O)C(O)(CC(=O)c3c(C)n[nH]c3C)c3ccccc32)cc1OC (centres undefined)	0.1%	6%	.	13%	-1%	-4%	-2.1	i	2%
CC1CCCN(C(=O)CSCC(=O)Nc2nc(-c3cccs3)cs2)C1 (centres undefined)	7.0%	13%	-6%	10%	?	-20%	-0.1	?	6%

# An excerpt of these results, as labelled records:
Molecule: COc1ccc([N+](=O)[O-])c(O)c1C(C)=O
  Nrf2 ARE act: -0.2%
  EPAC2 agonist: 2%
  A549 tox: -17%
  Nrf2 inh: 7%
  TGFb SMAD3 inh: -3%
  HepG2 tox: -1%
  IL-2 act: -0.9
  ATXN viability: i
  ATXN2 expr inh: -11%
Molecule: Cc1ccc(NC(=O)NN2CCN(C)CC2)cc1C
  Nrf2 ARE act: 0.9%
  EPAC2 agonist: 2%
  A549 tox: -2%
  Nrf2 inh: ?
  TGFb SMAD3 inh: 2%
  HepG2 tox: 1%
  IL-2 act: 0.6
  ATXN viability: i
  ATXN2 expr inh: 2%
Molecule: CCOc1ccc2oc(=O)cc(CN3CCN(C(=O)c4cccc(F)c4)CC3)c2c1
  Nrf2 ARE act: 0.9%
  EPAC2 agonist: .
  A549 tox: 6%
  Nrf2 inh: 0%
  TGFb SMAD3 inh: -5%
  HepG2 tox: 0%
  IL-2 act: .
  ATXN viability: .
  ATXN2 expr inh: .
Molecule: CCC(CC)C(=O)Nc1c(C(=O)N2CCN(c3ccccc3F)CC2)oc2ccccc12
  Nrf2 ARE act: 3.0%
  EPAC2 agonist: .
  A549 tox: -16%
  Nrf2 inh: ?
  TGFb SMAD3 inh: -28%
  HepG2 tox: -16%
  IL-2 act: .
  ATXN viability: .
  ATXN2 expr inh: .

# Additional compounds.
SMILES	Nrf2 ARE act	EPAC2 agonist	A549 tox	Nrf2 inh	TGFb SMAD3 inh	HepG2 tox	IL-2 act	ATXN viability	ATXN2 expr inh
O=C(NCc1ccc(F)cc1)C1CCCN(S(=O)(=O)c2cccc3nsnc23)C1 (centres undefined)	0.0%	5%	2%	-2%	-9%	2%	11	i	-14%
COCCNC(=O)NC(=O)COC(=O)c1ccc2[nH]c3c(c2c1)CCCC3	2.2%	-2%	-10%	?	-12%	10%	-2.3	i	-2%
O=C(CSc1nc2c(oc3ccccc32)c(=O)n1-c1ccccc1)Nc1ccccc1F	0.9%	.	-7%	-14%	-26%	-19%	.	?	-8%
CCCCNC(=S)N(Cc1c(C)noc1C)c1ccccc1	-0.8%	-21%	8%	-16%	?	3%	-1.9	i	4%
CSc1nc(N)c2cn[nH]c2n1	-0.8%	1%	1%	25%	1%	5%	-0.7	i	3%
O=C(Nc1cccc(C(=O)N2CCN(c3ccccc3)CC2)c1)c1nsc2ccccc12	-0.4%	.	-1%	.	-7%	-4%	.	?	1%
CC(C)(C)SCCNS(=O)(=O)c1ccc(C#N)cc1	-0.8%	9%	3%	-19%	0%	-11%	-1.8	.	-7%
CCCc1ccc(S(=O)(=O)N2CCN(C(=O)c3cc(C)on3)CC2)cc1	-1.4%	11%	.	.	-20%	-2%	-2.7	i	.
Cc1cccc(NC2=NC(=S)N(CC#N)C23CCCCC3)c1	0.4%	4%	-3%	-10%	21%	-25%	0.1	i	-2%
NC(=O)C1(NC2CCCCC2)CCN(Cc2ccccc2)CC1	3.0%	13%	2%	0%	149%[activator]	-3%	-0.1	i	3%
CC1C(C)N(C(=O)CCCl)c2ccccc2N1C(=O)CCCl (centres undefined)	1.9%	3%	7%	-10%	18%	26%	-0.5	i	-5%
CNC(=O)N1CCC(C(=O)c2c(C)c(C)c(C)c(C)c2C)CC1	-0.1%	6%	-1%	14%	-5%	0%	4.2	i	7%
COc1ccc(-c2nc(C#N)c(NCC3CCCO3)o2)cc1 (centres undefined)	3.2%	10%	1%	?	-11%	-9%	-1.7	i	4%
C=CCCOc1ccccc1C(N)=O	0.3%	5%	0%	?	0%	0%	0.0	i	10%
COc1ccc2c(C)c(Cc3ccccc3)c(=O)oc2c1OC	4.1%	4%	0%	-22%	0%	-9%	-0.4	i	-24%
C#CCOCCOCCOCCNc1nc(N2CCN(C(=O)[C@H](CCCCN)n3cc(C(N)[C@H](C)CC)nn3)CC2)nc(N2CCN(C(=O)[C@H](CCC(=O)O)n3cc(C(N)[C@H](C)CC)nn3)CC2)n1 (some centres undefined)	-0.2%	10%	2%	2%	3%	22%	-0.8	i	-3%
Cc1cccc(C)c1NC(=O)C1c2ccccc2OCC(=O)N1Cc1ccc2c(c1)OCO2 (centres undefined)	0.1%	14%	.	.	.	.	-0.5	i	15%
O=C(Nc1cccnc1)c1cc(-c2ccc(Cl)c(Cl)c2)on1	0.3%	7%	-4%	21%	-16%	13%	1.1	i	14%
CCOc1ccc(C(CC(=O)O)NC(=O)COc2ccc3ccccc3c2)cc1OC (centres undefined)	0.2%	-3%	-10%	-11%	-7%	0%	-2.9	i	7%
CCOc1cc(N2CCOCC2)c(OCC)cc1NC(=O)CSc1ncccn1	0.0%	5%	1%	-6%	?	10%	-1.2	i	-9%
O=C(NCc1ccncc1)NC12CC3CC(CC(C3)C1)C2	0.0%	-2%	6%	1%	-6%	-5%	-1.7	i	-1%
Fc1ccc(CNc2cnccn2)cc1	-0.1%	9%	5%	12%	4%	0%	-1.5	i	2%
Cc1nc2ccccc2c(=O)n1NC(=O)/C=C/c1ccccc1	3.8%	0%	-4%	8%	8%	-2%	-0.6	i	8%
O=C(CCCCCn1c(=O)c2sccc2n(CC(=O)Nc2ccccc2F)c1=O)NCc1ccc2c(c1)OCO2	3.8%	.	0%	-25%	-28%	-26%	.	.	.
COCCn1c(CN2CCN(C(c3ccccc3)c3ccccc3)CC2)nc2c1c(=O)n(C)c(=O)n2C	-0.1%	-2%	15%	?	6%	3%	-0.6	i	16%
Cc1cc(NC(=O)CSc2nnnn2-c2ccc(F)cc2)no1	-0.1%	3%	-1%	6%	10%	-6%	-0.2	i	5%
CCc1ccc(-n2c(=O)c3c4c(sc3n(CC(=O)NC(C)CC)c2=O)CCCC4)cc1 (centres undefined)	0.2%	.	2%	5%	-3%	4%	.	i	3%
COc1cccc(N2CC(C(=O)Nc3nnc(SCC(=O)NCc4ccco4)s3)CC2=O)c1 (centres undefined)	3.5%	4%	7%	8%	-6%	-69%	-1.2	i	-11%
Cc1ccc(Cl)cc1NC(=O)CCNC(=O)N1CC(=O)Nc2ccccc21	0.1%	1%	-3%	6%	26%	18%	-3.8	i	-13%
O=C(Cn1cnc2c(oc3ccccc32)c1=O)N1CCCC1	0.5%	0%	7%	29%	9%	-1%	-0.4	i	19%
Cc1ccc(/C=C/C(=O)O)cc1S(=O)(=O)NC1CCS(=O)(=O)C1 (centres undefined)	-0.6%[9.22 µM]	4%	3%	-15%	4%	10%	-2.6	i	3%
COc1ccc(OC)c(Nc2ncnc3c2nc2n3CCCC2)c1	-0.2%	.	2%	?	-19%	-18%	.	.	.
COc1ccc(N2CCN(C(=O)CCc3nnc4ccc(N5CCOCC5)nn34)CC2)cc1	-0.1%	6%	7%	-6%	-10%	-5%	0.9	i	0%
Cc1csc(Nc2ccccc2)[n+]1-c1ccccc1	-0.4%	22%	2%	-16%	3%	-21%	-6.0	i	-20%
Cc1cc(NC(=O)c2ccccc2O)nc(C)n1	6.1%	6%	5%	?	9%	-18%	0.9	i	-10%
